NTR1 ag: agonists of NTR1, primary screen, imaging, U2OS cells, beta-arrestin-GFP, high content (AID 493036). Neurotensin receptor type 1 (Homo sapiens), P30989. NTR1-U2OS beta-arrestin-GFP spot imaging, agonist mode. activation, % at 20 µM. 330,000 tested, 0.17% active;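 active = activation at or above 40% of the spot to cytoplasm intensity ratio, with at least 20 cells analyzed; inconclusive = wells under 20 cells, flagged as cytotoxic or low count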;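 note: 0% = DMSO without peptide and 100% = 100 nM NTR1 peptide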
Target sequence (P30989 whole entry, looked up): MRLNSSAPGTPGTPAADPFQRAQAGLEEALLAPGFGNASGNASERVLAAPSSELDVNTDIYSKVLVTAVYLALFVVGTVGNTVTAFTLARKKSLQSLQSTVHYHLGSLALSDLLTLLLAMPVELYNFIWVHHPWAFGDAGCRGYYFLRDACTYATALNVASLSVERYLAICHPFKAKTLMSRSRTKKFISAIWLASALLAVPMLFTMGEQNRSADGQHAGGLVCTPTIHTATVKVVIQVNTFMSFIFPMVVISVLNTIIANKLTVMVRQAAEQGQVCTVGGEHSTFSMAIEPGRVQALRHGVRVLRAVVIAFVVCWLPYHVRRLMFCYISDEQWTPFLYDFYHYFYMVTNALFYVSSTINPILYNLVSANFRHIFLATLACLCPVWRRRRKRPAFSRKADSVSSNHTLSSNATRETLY
AID2073: inhibitors of Mint1-CaV2.2 protein interaction, biochemical, HTRF (AID 2073). HTRF protein-protein interaction, Mint1-CaV2.2; higher % means a stronger effect. inhibition, % at 20 µM, or IC50 in µM where a hit was titrated. 290,000 tested, 0.19% active; in the data active = inhibition mostly above about 51%, no sharp cut-off; inconclusive = no clear call, values can overlap the other calls; inactive = mostly below about 53%; note: some results filed as inactive read as strong as hits
GPR35 arrestin U2OS: GPR35 antagonists blocking zaprinast-driven arrestin recruitment, primary screen, imaging, U2OS, beta-arrestin-GFP, zaprinast agonist (AID 2058). G-protein coupled receptor 35 (Homo sapiens). U2OS GPR35 beta-arrestin-GFP translocation imaging, zaprinast antagonism; higher % means a stronger effect. inhibition, % at 10 µM, or IC50 in µM where a hit was titrated. 290,000 tested, 0.052% active;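 active = inhibition of at least 50% with at least 30 cells and total cytoplasm GFP at most 10,000,000; inconclusive = under 30 cells or total GFP of 10,000,000 plus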
WT yeast gro inh: growth inhibition of WT strain, primary screen, mitochondrial fusion inhibitor project, WT and mutant strains, chemical genetic; inhibition, % at 10 µM; mitochondrial fusion phenotypic screen; 190,000 tested, 2.1% active; in the data active = inhibition above about 58%; tested in S. cerevisiae
Dengue-2 NS5 capping: Dengue-2 NS5 methyltransferase inhibitors, primary screen, biochemical, confirmation dose response (AID 588689) | Genome polyprotein (Dengue virus type 2 (strain 16681-PDK53)) | 340,000 tested, 0.3% active | Dengue-2 NS5 methyltransferase capping enzyme assay, biochemical; higher % means a stronger effect | inhibition, % at 25 µM, or IC50 in µM where a hit was titrated; in the data active = a potency from the dose series; inconclusive = inhibition above about 29% without an active follow-up result
RSV CPE inhibition: RSV antiviral activity via CPE protection, HEp-2 cells, primary 10 µM value included (AID 2391); HEp-2 cells, RSV-induced CPE inhibition; higher % means a stronger effect; CPE inhibition, % at 10 µM, or IC50 in µM where a hit was titrated; 310,000 tested, 0.13% active; in the data active = a potency from the dose series; inconclusive = CPE inhibition mostly from about 23% at the one dose, without a potency; inactive = the rest, 99 in 100 with CPE inhibition below about 21%; note: strong numbers were not always called active
LYP inhibition: inhibitors of LYP phosphatase, biochemical, fluorescence intensity, uHTS (AID 1779) | recombinant LYP phosphatase, fluorescence intensity; higher % means a stronger effect | Tyrosine-protein phosphatase non-receptor type 22 (Homo sapiens) | 290,000 tested, 0.054% active | one-dose inhibition, % at 11.5 µM; IC50 in µM for titrated hits; in the data active = inhibition above about 50%;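 note: plate controls were vehicle with enzyme for no effect and no enzyme for full effect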
UTI89 phage lysis: inhibition of K1F phage lysis, E. coli UTI89, bacterial capsule biogenesis inhibitors, alamar blue (AID 488966); E. coli UTI89 K1F phage lysis, alamar blue, 2 h; higher % means a stronger effect; inhibition, % at 100 µM, or IC50 in µM where a hit was titrated; 340,000 tested, 0.02% active;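 active = phage lysis inhibition, versus mean bacterial control, above a set limit; inconclusive = no clear call, values can overlap the other calls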;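 note: capsule biogenesis inhibitors block K1F phage lysis so surviving cells raise fluorescence; higher fluorescence means more inhibition of phage lysis; actives were called in the ten point dose series up to 300 µM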
Autophagy mod: autophagy modulators in MEF cells, primary screen, imaging, high-content, MEF GFP-LC3; calls only at 10 µM (by protocol); 190,000 tested, 0.98% active; MEF GFP-LC3 puncta imaging; test concentration mostly 10 µM;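 active = percentage of spot-positive cells more than 3 SD above its plate mean, without a fluorescence outlier flag or 80% toxicity; inconclusive = no clear call, values can overlap the other calls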;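 note: spot-positive cell cutoff set from DMSO-treated cells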
WT yeast gro inh mutant strain: second read-out of WT yeast gro inh, no call of its own (marks repeat the call); inhibition, %; mitochondrial fusion phenotypic screen, mutant strain inhibition
Autophagy mod cell loss 18 h: further read-out of Autophagy mod, marked with its call; toxicity, %; measured here: cell loss, nuclei count;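 cell loss after 18 h compound exposure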
NTR1 ag cell count 20 µM: further read-out of NTR1 ag, marked with its call; cell count; measured here: cell count, cytotoxicity flag
Dengue-2 NS5 capping pilot replicate: second read-out of Dengue-2 NS5 capping, no call of its own (marks repeat the call); inhibition, %; measured here: pilot screen replicate inhibition
Active calls of the source: *; i = inactive; ? = inconclusive; . = not tested or not shown; & = joins results of further samples; [ ] = remark or other dose.

SMILES	NTR1 ag	NTR1 ag cell count 20 µM	AID2073	GPR35 arrestin U2OS	WT yeast gro inh	WT yeast gro inh mutant strain	Dengue-2 NS5 capping	RSV CPE inhibition	LYP inhibition	UTI89 phage lysis	Autophagy mod	Autophagy mod cell loss 18 h	others
Cc1ccc(C2=NN(CC(=O)O)C(=O)CC2)cc1	-1.7	83	-7%	2%	.	.	-3%	4.8%	-4%	0.1%	.	.
NC(=O)CSc1nnnn1-c1ccccc1Cl	0.9	66	16%	-9%	-13	5	-2%	1.6%	-14%	0.4%	i	3
Cn1c(C2=C(O)CN(Cc3ccccc3)C2=N)nc2ccccc21	0.7	57	19%	5%	.	.	-2%	1.1%	-6%	0.5%	.	.
CSc1ccccc1OCc1cc(C(=O)NC(C)Cc2cccc(C)n2)no1 (stereo not given)	0.6	50	5%	-4%	.	.	5%	6.8%	-5%	0.1%	.	.
O=C(Nc1ncnc2c1ncn2C1OC(COC(=O)c2ccccc2)C(F)C1O)c1ccccc1 (stereo not given)	0.3	49	-1%	-1%	14	18	0%	-2.4%	-6%	0.3%	i	-9
CC(C)C(=O)Nc1cc2c3c(c1)CCC(=O)N3CCC2	-1.1	54	2%	7%	.	.	-4%	1.7%	-10%	0.3%	.	.
CCOc1ccccc1CNC(=O)Cn1c(=O)oc2ccccc21	4.3	54	1%	-1%	-8	5	-1%	-0.1%	-14%	-0.2%	i	-6
CC(=O)c1cccc(N(CC(=O)NC2CCCCC2)C(=O)CCC(=O)Nc2nc(C)cs2)c1	-1.6	61	3%	-9%	.	.	-7%	1.6%	-8%	-0.2%	.	.
CCN(CC)Cc1c(O)ccc2c([N+](=O)[O-])c(C)n(-c3ccc(OC)cc3)c12	0.6	43	-12%	0%	-1	-8	10%	0.6%	-2%	1.6%	i	-3
Cc1cc(OC(=O)c2cc(Cl)ccc2Cl)c([N+](=O)[O-])c(=O)[nH]1	1.4	60	12%	3%	.	.	-5%	1.4%	-7%	0.2%	.	.
COc1ccc(N2CCN(c3ccc(N)cc3C#N)CC2)cc1	-0.5	48	-6%	-4%	-3	-11	.	-1.0%	-4%	3.3%[50 µM]	i	6
COc1ccccc1NC(=O)Nc1ccc(Cl)c(S(=O)(=O)Nc2ccccc2OC)c1	13	59	6%	25%	-1	6	2%	19%	-2%	0.9%[50 µM]	i	-8
CCOC(=O)c1c(C)[nH]c(C(=O)COC(=O)/C=C/c2ccc(OCC#N)c(OC)c2)c1C	1.4	67	50%	0%	6	-2	-3%	0.6%	-12%	-0.7%[50 µM]	i	7
Cc1cc(Cl)c(S(=O)(=O)Nc2ccc3c(c2)OCO3)cc1OCC(N)=O	2.3	95	-17%	8%	-2	-7	-3%	1.6%	1%	-0.6%	i	-5
O=C(CSc1ccc2ccccc2n1)N/N=C/c1ccc(O)cc1	1.6	73	-6%	-7%	.	.	-7%	5.4%	-8%	0.0%	.	.	Dengue-2 NS5 capping pilot replicate=0.9
OCCNCc1ccc(-c2ccccc2)cc1	-0.4	75	10%	16%	-7	16	-4%	-0.8%	-6%	5.1%	i	0
O=C1NC(c2ccc(-c3ccccc3[N+](=O)[O-])o2)C(C(=O)c2ccc(F)cc2)C(O)(C(F)(F)F)N1 (stereo not given)	4.1	30	12%	18%	10	4	0%	1.8%	4%	-1.3%	i	-21
Cc1ccc(NC(=O)c2cccnc2)c([N+](=O)[O-])c1	0.9	53	3%	3%	.	.	-3%	2.2%	-7%	-0.6%	.	.
CS/C(=N\S(=O)(=O)c1cccs1)Nc1cccc(Cl)c1C	0.3	40	0%	-1%	8	1	-1%	4.4%	-6%	1.6%	i	-1
CCN(CC)c1ncc(C)c(=O)[nH]1	0.9	43	3%	3%	-8	-4	-9%	2.7%	-2%	0.3%	i	3
Cc1cc(NS(=O)(=O)c2ccc(NC(=O)c3cccnc3)cc2)nc(C)n1	-1.2	47	13%	-2%	.	.	6%	4.2%	-8%	0.3%	.	.
O=C(CSc1nc(Nc2ccccc2)nc(N2CCOCC2)n1)Nc1ccc(Br)cc1F	4.2	61	15%	-1%	.	.	-1%	8.7%	-9%	1.2%[50 µM]	.	.
CC(NC(=O)COC(=O)c1ccc(N(C)C)cc1)c1ccccc1 (stereo not given)	-1.3	25	2%	4%	8	12	-2%	2.2%	4%	-0.9%	i	-4
COc1ccc(C(=O)N[C@H](C(=O)OCc2nc3ccsc3c(=O)[nH]2)C(C)C)cc1	-0.2	53	.	.	.	.	-3%	-0.7%	.	1.0%[50 µM]	.	.
O=C(CC1C(=O)NCCN1Cc1ccc(-c2ccccc2)cc1)NCC1CC1 (stereo not given)	-0.7	90	-10%	-3%	3	-10	2%	5.2%	-12%	0.2%	i	-9
Cc1ccc(S(=O)(=O)N2CCOCC2)cc1C(=O)OCC(=O)N1c2ccccc2NC(=O)C1(C)C	.	.	3%	-12%	3	15	.	.	-2%	.	i	-10
C[C@@H]1[C@H](O)C[C@@]23COC(=O)C2=CCC[C@@H]3[C@@]1(C)CC/C(=C/CO)CO	-0.6	97	.	.	.	.	4%	0.0%	.	5.0%	.	.
O=C(COC(=O)CSc1ccc(F)cc1)NC1CCCCCC1	-0.6	70	.	.	.	.	-1%	0.3%	.	0.7%[50 µM]	.	.
O=C(COC(=O)CCNS(=O)(=O)c1ccc(Cl)cc1)NCc1ccco1	2.1	48	2%	-7%	.	.	-2%	0.2%	-3%	2.0%	i	2
O=C(O)c1ccc(NNC(=S)Nc2cc(C(F)(F)F)ccc2Cl)cc1	1.7	53	?	-10%	.	.	-4%	0.6%	0%	-0.1%	.	.
Cn1c(-c2sc3cc(C(F)(F)F)cnc3c2-c2cccnc2)n[nH]c1=S	-1.3	68	-22%	-5%	-1	-1	-9%	1.8%	-4%	0.3%	i	8
NS(=O)(=O)c1ccc(Nc2ncccc2[N+](=O)[O-])cc1	2.8	62	-2%	0%	9	13	1%	0.9%	4%	4.6%	i	-8
O=C(NCCCN1CCN(c2ccc(F)cc2)CC1)c1cccc(N2CCCC2=O)c1	-0.2	40	-6%	-10%	15	-23	-12%	-0.6%	-2%	0.3%	i	6
Cc1nnc(N/N=C/c2c(O)n(-c3cccc(C(F)(F)F)c3)c(=O)c3ccccc23)[nH]c1=O	-1.7	45	-3%	-8%	.	.	.	2.7%	-6%	0.7%[50 µM]	.	.
CSc1ccccc1C(=O)NCc1cccnc1	-0.9	67	-6%	-10%	-1	2	2%	2.7%	-6%	0.4%	i	-4
COc1ccc(NC(=S)NCCN2CCOCC2)c(OC)c1	-1.5	54	.	.	.	.	4%	0.4%	.	2.2%	i	22
COCCNC(=O)C1CC(=O)N(c2ccc(F)c(Cl)c2)C1 (stereo not given)	-0.3	49	.	.	16	5	-4%	0.3%	.	0.6%	i	4
Brc1ccc(-c2csc(NNC3=NCCCCC3)n2)cc1	1.7	66	16%	16%	20	5	10%	0.9%	-4%	0.2%	i	6
O=C(c1ccco1)N1CCN=C1SCc1cccnc1	-1.2	61	0%	5%	4	18	-4%	0.3%	-2%	3.6%	i	-4
CCOC(=O)C1=C(C)NC(C)=C(C(=O)OCC)C1c1ccccn1	-2.6	79	11%	11%	-7	2	-1%&-6%	0.8%	-7%	4.1%	i	-2
COc1ccc(Cl)cc1NC(=O)CN(C)CC(=O)Nc1c(C)n(C)n(-c2ccccc2)c1=O	-0.1	89	.	.	.	.	-5%	2.1%	.	0.7%[50 µM]	.	.
Nc1ccc(C(=O)Nc2ccc3nc(-c4ccncc4)[nH]c3c2)cc1	-1.0	43	24%	6%	0	5	-7%	-3.1%	-4%	0.7%	i	-33
CC(Oc1ccc2ccc(=O)oc2c1)C(=O)NC(Cc1c[nH]c2ccc(O)cc12)C(=O)O (stereo not given)	-0.8	83	13%	6%	.	.	-59%	1.3%	-4%	1.7%	.	.
COc1cc(/C=C2/C(=O)NN(c3ccc(Cl)cc3)C2=O)cc(OC)c1O	7.0	82	6%	11%	.	.	-87%	1.3%	0%	0.0%	.	.
COc1ccccc1-c1ccc(=O)n(CC(=O)NCC2CCCO2)n1 (stereo not given)	-0.5	67	-7%	-12%	2	7	-1%	4.6%	-9%	0.1%	i	-2
Cc1ccc2oc(=O)c(/C=C(\O)CC(C)C)nc2c1	2.0	77	-3%	-2%	-10	-6	0%	1.6%	-5%	1.6%	i	1
O=C(NCCCN1CCN(c2ccccc2F)CC1)C1CCN(S(=O)(=O)N2CCOCC2)CC1	-0.9	53	1%	-9%	9	12	2%	-1.4%	-4%	-0.3%	i	-6
COc1ccc(-c2nc(CN3CCN(C(=O)c4ccco4)CC3)c(C)o2)c(OC)c1C	-1.0	53	5%	2%	.	.	2%	2.0%	3%	0.4%[50 µM]	.	.
CCOC(=O)CN1NC2(CCCCC2)NC1=S	-3.6	69	-19%	2%	-8	11	-12%	2.6%	-8%	1.6%	i	0
O=C(N/N=C/c1ccc2c(c1)OCO2)c1ccc(NC(=O)c2ccccc2Cl)cc1	0.5	41	12%	-12%	.	.	0%	7.2%	-2%	0.2%	.	.
COc1ccc(CCNC(=O)CSc2nnc(-c3cccc(C)c3)o2)cc1OC	0.5	95	-14%	-6%	-18	-67	-3%	1.0%	2%	0.4%	i	-8	Dengue-2 NS5 capping pilot replicate=1.2
COc1ccc(N2C(=O)C(CC(=O)Nc3ccc(F)cc3)N(CCc3ccc(OC)c(OC)c3)C2=O)cc1 (stereo not given)	1.9	40	5%	-14%	-27	5	-4%	1.2%	4%	-0.1%	i	-4
O=C(c1cnn2c(C(F)F)cc(-c3ccccc3)nc12)N1CCCCC1c1cccnc1 (stereo not given)	5.5	49	16%	11%	.	.	-8%	3.4%	-4%	0.6%[50 µM]	.	.
Cc1cccn2c(CN3CCSCC3)c(C(=O)N3CCOCC3)nc12	0.5	57	10%	-9%	-1	11	-6%	1.6%	-5%	0.1%	i	-15

Retrieved one by one from above:
SMILES	NTR1 ag	NTR1 ag cell count 20 µM	AID2073	GPR35 arrestin U2OS	WT yeast gro inh	WT yeast gro inh mutant strain	Dengue-2 NS5 capping	RSV CPE inhibition	LYP inhibition	UTI89 phage lysis	Autophagy mod	Autophagy mod cell loss 18 h	others
Nc1ccc(C(=O)Nc2ccc3nc(-c4ccncc4)[nH]c3c2)cc1	-1.0	43	24%	6%	0	5	-7%	-3.1%	-4%	0.7%	i	-33
O=C1NC(c2ccc(-c3ccccc3[N+](=O)[O-])o2)C(C(=O)c2ccc(F)cc2)C(O)(C(F)(F)F)N1 (stereo not given)	4.1	30	12%	18%	10	4	0%	1.8%	4%	-1.3%	i	-21
